Bioassay records (PubChem BioAssay)
Pin1 inhibitor = blocks the human prolyl isomerase Pin1. Q13526. Pin1 FP peptide displacement, HiFluor488, 10 min. Potency, µM (doses to about 115 µM), without a hit: at the top dose activity, negative = inhibition, most hits filed as inhibitors. hit rate 0.009% among 390,000; active = well fitted inhibition curve with a large enough effect in the polarisation, with a control signal flat, not every such curve was filed as active; inconclusive = small, poorly fitted or top-dose-only effect, or effect the other way, or a change in a side signal; inactive = no such curve, though single readings can be large or run the other way; the % refers to the polarisation; also: % is scaled to controls: 0 for no effect and ±100 for the full control effect
RGS4 inhibitor = inhibitors of human regulator of G protein signaling 4 | Transcreener GDP fluorescence polarization, RGS4-accelerated GTP hydrolysis | Potency, µM (titrated, usually from 114 µM), without a hit: at the highest dose activity change, negative = inhibition, hits mostly inhibitors | hit rate 0.039% among 390,000 | AID 504845; also: % is scaled to controls: 0 for no effect and ±100 for the full control effect; nearly all actives have a fitted effect of over 75% in size; some results filed as inactive show a strong effect at the top dose
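MLSMR compounds (23 nl, pin-transferred) preincubated 10 min at room temperature with a 500nM (2x) first reagent, then RGS4 at 900nM (2x) plus Transcreener GDP mix added; fluorescence polarization (620/688 nm) read before and after 90 min at 30 °C.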
GLS inhibitor = blocks human kidney-isoform glutaminase activity; O94925; GLS enzymatic activity, qHTS titration; Potency, µM (series often up to 45.5 µM), for the others: at the highest dose activity change, negative = inhibition, actives largely listed as inhibitors; hit rate 0.21% among 410,000; AID 624170; also: % is scaled to controls: 0 for no effect and ±100 for the full control effect
Target sequence (O94925 whole entry, looked up, canonical isoform): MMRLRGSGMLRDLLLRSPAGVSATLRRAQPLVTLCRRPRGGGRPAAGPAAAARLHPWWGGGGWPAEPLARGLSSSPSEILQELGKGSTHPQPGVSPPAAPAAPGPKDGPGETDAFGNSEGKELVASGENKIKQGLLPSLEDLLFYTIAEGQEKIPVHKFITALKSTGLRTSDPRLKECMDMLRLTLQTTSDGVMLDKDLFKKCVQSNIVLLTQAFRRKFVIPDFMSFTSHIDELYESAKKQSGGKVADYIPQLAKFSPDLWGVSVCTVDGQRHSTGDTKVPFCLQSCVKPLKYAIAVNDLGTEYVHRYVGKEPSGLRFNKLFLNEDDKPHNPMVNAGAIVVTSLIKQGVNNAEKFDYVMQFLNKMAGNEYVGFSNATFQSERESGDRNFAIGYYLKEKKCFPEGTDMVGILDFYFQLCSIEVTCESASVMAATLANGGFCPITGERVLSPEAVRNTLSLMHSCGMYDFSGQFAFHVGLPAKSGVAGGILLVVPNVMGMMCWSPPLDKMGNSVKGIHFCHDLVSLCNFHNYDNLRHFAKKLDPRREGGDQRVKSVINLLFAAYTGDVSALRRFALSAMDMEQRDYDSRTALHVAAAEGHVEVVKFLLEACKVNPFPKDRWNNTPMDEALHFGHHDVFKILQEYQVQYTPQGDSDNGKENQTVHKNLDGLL
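Coupled fluorescence readout: glutamate oxidase/HRP/Amplex Red detect glutamate formed by hKGA from L-glutamine (1 mM solution added). Buffer 45 mM KH2PO4 pH 8.2, 0.02% Tween-20; reads at t0 and 30 min RT.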
JMJD2A Tudor = blocks the human JMJD2A Tudor domain | O75164 | Potency, µM (titrated, usually from 114 µM), inactives show top-dose activity change, negative = inhibition, hits mostly inhibitors | AlphaScreen JMJD2A-Tudor / H3K4me3 peptide binding | hit rate 4.4% among 390,000; also: % is scaled to controls: 0 for no effect and ±100 for the full control effect; nearly all actives have a fitted effect of over 50% in size
ALOX12 inh = blocks human arachidonate 12S-lipoxygenase; purified 12hLO, xylenol orange hydroperoxide absorbance; P18054; hit rate 1.1% among 580,000; Potency, µM (highest dose often 108 µM), for the others: top-dose activity change, negative = inhibition, usual class: inhibitors; also: % is scaled to controls: 0 for no effect and ±100 for the full control effect
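Purified human 12hLO at 150 nM in 25 mM Hepes, 0.01% Triton X-100, pH 7.0, preincubated 15 min at room temperature with compound. Reaction started with 40 uM arachidonic acid, 30 min at room temperature. Hydroperoxide measured by Fe-xylenol orange, 573/405 nm absorbance ratio.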
ERG-DNA inh = ERG Ets/DNA interaction inhibition; fluorescence polarization, His-ERG Ets domain / labelled DNA; AID 624246; Potency, µM (series often up to 76.9 µM), without a hit: at the highest dose FP activity, negative = inhibition, most hits filed as inhibitors; P11308; hit rate 0.028% among 370,000; active = well fitted inhibition curve with a large enough effect in the polarisation, with a control signal flat; inconclusive = small, poorly fitted or top-dose-only effect, or effect the other way, or a change in a side signal; inactive = no such curve, though single readings can be large or run the other way; the % refers to the polarisation;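 also: polarization taken with two DNA probes labelled with fluorescein and Texas red; % of control where 0% means no effect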
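His-tagged ERG Ets domain (1 uM in the protein solution; 300mM KCl, 50mM Tris-HCl, 1mM EDTA, 1mM DTT, pH 7.5) received compound, then a probe mix of 5 nM fluorescein-DNA and 100nM Texas-615-DNA. Fluorescence polarization was read for both dyes.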
HP1b chromo inh = inhibitors of HP1-beta chromodomain binding to methylated histone tails; AlphaScreen HP1-beta / biotin-H3K9me3 peptide binding; Potency, µM (highest dose often 114 µM), without a hit: at the top dose activity change, negative = inhibition, usual class: inhibitors; hit rate 0.56% among 390,000; AID 540317; also: nearly all actives have a fitted effect of over 70% in size; inactives centre near 23
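AlphaScreen: HP1-beta (50 nM) preformed 30 min with biotin-H3(1-18)K9me3 peptide (50 nM) in PBS pH 7.4, 0.01% Tween-20. Compound added for 30 min at RT, then streptavidin donor/nickel chelate acceptor beads (10 ug/mL) for 30 min.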
PGK inhibitor = T. brucei PGK inhibition; P07378; PGK/GAPDH coupled, Kinase-Glo luminescence, 60 min; Potency, µM (series often up to 57.5 µM), inactives show top-dose activity change, negative = inhibition, hits mostly inhibitors; hit rate 0.043% among 380,000; AID 602233; also: % is scaled to controls: 0 for no effect and ±100 for the full control effect; nearly all actives have a fitted effect of over 60% in size
Target sequence (P07378 whole entry, looked up): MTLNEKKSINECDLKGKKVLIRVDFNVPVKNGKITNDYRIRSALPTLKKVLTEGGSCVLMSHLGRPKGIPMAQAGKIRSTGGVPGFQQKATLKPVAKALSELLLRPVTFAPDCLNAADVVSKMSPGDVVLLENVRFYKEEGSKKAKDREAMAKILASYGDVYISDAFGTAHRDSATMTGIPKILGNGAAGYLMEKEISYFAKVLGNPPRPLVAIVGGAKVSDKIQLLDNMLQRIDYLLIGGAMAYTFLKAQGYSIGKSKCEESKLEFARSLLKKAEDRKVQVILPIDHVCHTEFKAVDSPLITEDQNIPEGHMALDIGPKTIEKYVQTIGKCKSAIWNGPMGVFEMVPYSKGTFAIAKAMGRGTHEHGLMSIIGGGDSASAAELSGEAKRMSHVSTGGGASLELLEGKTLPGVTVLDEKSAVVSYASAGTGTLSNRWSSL
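Luminescent ATP detection (Kinase-Glo Plus) follows a 60-minute room-temperature incubation, with wells lacking PGK as controls. Buffer: 100 mM TEA (pH 7.6), 5 mM MgCl2, 0.01% Tween-20. Coupling enzyme GAPDH (100 nM final) supplies unstable 1,3-BPG in-well.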
rTrxR1 inhibitor = inhibitors of rat thioredoxin reductase 1. O89049. hit rate 1% among 390,000. recombinant rTrxR1, NADPH fluorescence consumption, selenite substrate. Potency, µM (titrated, usually from 114 µM), for the others: top-dose activity change, negative = inhibition, actives largely listed as inhibitors; also: % is scaled to controls: 0 for no effect and ±100 for the full control effect; nearly all actives have a fitted effect of over 65% in size
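Rat TrxR1 (90 nM in the dispensed reagent) was pre-reduced with 400 uM NADPH for 5 min at room temperature, then incubated with compound for 15 min. After 400 uM selenite was added, NADPH fluorescence (Ex 340/Em 450 nm) was followed for 8 min.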
Starred values were filed as active, the others as inactive; i = inactive; ? = inconclusive; . = not tested or not shown; [ ] = remark or other dose. Unless noted, calls follow the shape of the dose curve; as a rule, active = well fitted curve in the direction sought with a large enough effect; inconclusive = small, poorly fitted or top-dose-only effect, or another doubt; inactive = no such curve, though single readings can be large; an effect the other way counts as inactive or inconclusive. Potency is read from the fitted curve at half-maximal effect. Only part of the results is shown, so the mix of outcomes need not match the whole.

SMILES | Pin1 inhibitor | RGS4 inhibitor | GLS inhibitor | JMJD2A Tudor | ALOX12 inh | ERG-DNA inh | HP1b chromo inh | PGK inhibitor | rTrxR1 inhibitor
COc1ccc(C2/C=C\CN(CC3CC3)C(Cc3ccccc3)C(=O)N2Cc2ccc(F)cc2)cc1 (stereo unspecified) | 7% | -18% | . | -23% | . | . | 28% | . | 8%
COCCn1c(SCC(=O)NCc2cccs2)nnc1-c1ccc(OC)cc1 | 5% | -2% | 3% | -13% | 0% | . | 15% | -4%[11.5 µM] | 1%
O=C1[C@H]2[C@@H](c3ccc(Cl)cc3)N3C(=O)N(c4cccc(F)c4)C(=O)[C@@]3(Cc3ccccc3)[C@H]2C(=O)N1C1CCCCC1 | 6% | -16% | -1% | -19% | 3% | 8% | 38% | -5% | 20%[57.1 µM]
N/C(Cc1ccc(Cl)cc1Cl)=N\OC(=O)c1ccccc1 | -9% | -15% | -9% | 16% | 6% | -7% | 60%[activator] | -6% | 24%
Nc1nnc(SCC(=O)OCC(=O)NC2CCCCC2)s1 | -8% | 6% | 8% | -8% | 16% | 7% | 30% | -9% | 5%
O=C(CCN1CCc2ccccc2C1)Nc1ccccc1 | -1% | -17% | -1% | -17% | 2% | -9% | 28% | 5% | -3%
C#CCNC(=O)C1=C[C@@H](c2ccc(Br)cc2)[C@H](CCCO)[C@@H](OCC)O1 | 3% | -8% | 1% | -16% | ? | 3% | 30% | -4% | 26%
CC(O)c1nc2ccccc2n1CC(=O)Nc1ccc(F)cc1Cl (stereo unspecified) | -4% | -7% | -6% | 2% | 1% | -5% | 43%[activator] | i | 18%
Cc1onc(-c2ccccc2Cl)c1C(=O)OCN1C(=O)c2ccccc2C1=O | 8% | -5% | 12% | -5% | 0% | -4% | 53%[activator] | 6% | -1%
O=C(c1ccc2c(c1)OCCO2)N1CCN(c2nc(-c3cccs3)nc3ccccc23)CC1 | 6% | -11% | . | -20% | . | . | 19% | . | 3%
O=C(NCC(c1ccco1)N1CCCCC1)c1ccc2c(c1)S(=O)(=O)c1ccccc1C2=O (stereo unspecified) | -5% | 18%[56.9 µM] | -12% | ? | -13% | 9% | 6% | 0% | 8%
Cn1nccc1NC(=O)Nc1ccc(OC(F)(F)F)cc1 | 3% | 4% | 8% | -14% | ? | -6% | 29% | i | -2%
Cc1ccc(NC(=S)N2CCN(S(=O)(=O)c3ccccc3)CC2)cc1C | 6% | 14% | -11% | -19% | -29% | 3% | 36% | -9% | 10%
O=C(N/N=C/c1ccc([N+](=O)[O-])cc1)c1cc(C2CC2)[nH]n1 | -4% | 21% | -1% | -11% | . | 5% | 40%[activator] | -9% | -16%
COC(=O)c1ccccc1NC(=O)c1nc(-c2ccc(C)cc2)n2c1CCCCC2 | -3% | -10% | -1% | 11% | 0% | 1% | 49%[activator] | -5% | 23%
O=C(CN1C(=O)CSc2ccc(S(=O)(=O)N3CCCC3)cc21)Nc1cccc(Cl)c1 | 21% | 13% | 4% | -22% | -9% | 0% | 28% | 2% | 21%
Cc1ccc(-n2cnc3scc(-c4cccs4)c3c2=O)cc1 | 5% | 1% | 4% | 1% | 9% | 2% | 35% | -4% | 14%
CC(C)C(c1nnnn1C1CCCC1)N1CCOCC1 (stereo unspecified) | -3% | -12% | -1% | 0% | 0% | -3% | 50% | 0% | -14%
Cc1ccc(C(=O)N/N=C/c2ccoc2)cc1C | 0% | -7% | -3% | ? | 7% | 2% | 30% | -1% | 10%
COc1ccc(-n2nc(C(=O)NCC(=O)NCCCN3CCOCC3)c3ccccc3c2=O)c(OC)c1 | 0% | -12% | -7% | -17% | -2% | -2% | 24% | -1% | 23%[57.1 µM]
CC(C)(C)c1ccc(S(=O)(=O)N2CCC(O)(c3ccc(Cl)cc3)CC2)cc1 | 0% | -28% | -2% | -15% | 28% | 2% | 39%[activator] | -8% | 22%
CCC/S(C)=N/S(=O)(=O)c1ccc(C)cc1 (stereo unspecified) | 3% | 16% | 12% | -14% | -13% | 2% | 25% | 26% | 2%
Cc1cc(NCCN(C)C)n2nc(-c3cccs3)cc2n1 | 1% | -23% | 3% | -19% | 28% | 3% | 24% | . | 16%
COc1ccc(C(=O)Nc2ccc(CN3CCOCC3)cc2)cc1 | -5% | -14% | 11% | 3% | -21% | 7% | 69%[activator] | 0% | 2%
Cc1ccccc1C(=O)Nc1nnc(S(=O)(=O)N2CCCCC2)s1 | 0% | -9% | 5% | -2% | 24% | 6% | 44%[activator] | -1% | 3%[57.1 µM]
Cc1cc(C)cc(N2C(=O)CC(N(C(=O)c3ccco3)c3cc(C)cc(C)c3)C2=O)c1 (stereo unspecified) | 5% | -10% | 4% | ? | 0% | -1% | 9% | i | 0%
CCCc1cc(C(=O)NNC(=S)NC2CCCCC2)cs1 | -2% | -11% | 11% | -7% | 4% | 22% | 37% | -3% | 16%
Cc1occc1C(=O)N1CCCc2ccccc21 | -9% | -4% | 5% | -10% | 0% | -3% | 24% | -2% | -26%
COc1ccc(/C=N/NC(=O)c2ccccc2O)cc1Cn1nnc2ccccc21 | 14% | 6% | 6% | -18% | 0% | -4% | 21% | 4% | 10%
Cc1nnsc1C(=O)Nc1ccccc1 | -3% | -9% | 10% | -8% | 3% | . | 41%[activator] | 1% | -6%

2 entries from above, comma-delimited:
structure,Pin1 inhibitor,RGS4 inhibitor,GLS inhibitor,JMJD2A Tudor,ALOX12 inh,ERG-DNA inh,HP1b chromo inh,PGK inhibitor,rTrxR1 inhibitor
COc1ccc(/C=N/NC(=O)c2ccccc2O)cc1Cn1nnc2ccccc21,14%,6%,6%,-18%,0%,-4%,21%,4%,10%
CC(C)(C)c1ccc(S(=O)(=O)N2CCC(O)(c3ccc(Cl)cc3)CC2)cc1,0%,-28%,-2%,-15%,28%,2%,39%[activator],-8%,22%

Further results:
SMILES | Pin1 inhibitor | RGS4 inhibitor | GLS inhibitor | JMJD2A Tudor | ALOX12 inh | ERG-DNA inh | HP1b chromo inh | PGK inhibitor | rTrxR1 inhibitor
COc1ccc(N(C)C(=O)c2cn(C3CCCCC3)c(=O)c3c2c2ccccc2n3C)cc1 | 9% | 12% | 2% | ? | -4% | 1% | 15% | -3% | 16%
CC1=CC(=O)N(c2cccc(C(F)(F)F)c2)C1c1ccc(Cl)cc1 (stereo unspecified) | 1% | -20% | 2% | 12% | -25% | -3% | 31%[activator] | -1% | 2%
COc1ccc(OC)c(C2C(C#N)=C(N)N(N(C)C)C3=C2C(=O)CC(C)(C)C3)c1 (stereo unspecified) | -1% | 9% | -9% | -15% | 18% | -6% | -14% | -8% | -9%
O=C(Nc1ccc2c(c1)C(=O)c1ccccc1-2)c1ccccc1 | -2% | -27% | -7% | -10% | -19% | -6% | 16% | 1% | 13%
COc1ccc(NS(=O)(=O)/C=C/c2ccc(OC)c(OC)c2)cc1 | -1% | -12% | -6% | -6%[11.4 µM] | -6% | -13% | 36% | i | 29%[57.1 µM]
CC(NC(=O)CSc1nc(-c2ccccc2F)nc2cc(=O)[nH]n12)c1nc2ccccc2n1C (stereo unspecified) | -12% | -13% | ? | 3% | -4% | 1% | 37% | 2% | 17%[57.1 µM]
O=C(Nc1ccc(Oc2ccccc2)cc1)C1CC1 | -4% | 16% | 7% | -1% | -9% | 3% | 19% | 2% | 4%[57.1 µM]
Nc1c(C(=O)CSc2n[nH]c(-c3ccccc3)n2)c(=O)[nH]c(=O)n1C1CC1 | 0% | -22% | 1% | 2% | -7% | -12% | 14% | -5% | 9%
CCOc1ccc(N(CC(=O)N2CCN(c3ccccc3OC)CC2)S(=O)(=O)c2ccc(C)cc2)cc1 | 5% | -16% | 4% | -17% | -15% | -4% | 7% | 3% | -1%
O=S(=O)(Nc1cccc(-c2nc3cccnc3s2)c1)c1ccc2c(c1)OCCO2 | 26% | -18% | 10% | -20% | 5% | 4% | 50%[activator] | -3% | 10%[57.1 µM]
Cc1cccc(NC(=O)CSc2nc(N)c(NC(=O)c3cccs3)c(=O)[nH]2)c1C | 14% | 19% | 21% | -10% | ? | 4% | 38% | -11% | -8%[57.1 µM]
CN(C)CCCNCCCNC(=O)c1ccccn1 | -8% | -10%[11.4 µM] | -8% | 5%[11.4 µM] | -11% | -9% | 7% | -12% | 2%
COc1ccccc1NC(=O)c1ccc(CSc2ccccc2)o1 | 3% | -31% | -2% | 51%[activator] | -18% | 10% | 72%[activator] | 1% | -17%
COc1ccc(S(=O)(=O)n2cccc2)c(OC)c1 | -8% | 21% | 5% | -18% | 0% | -10% | 12% | 3% | 1%[57.1 µM]
O=C(Nc1ccc(C(=O)N2CCOCC2)cc1)C1CC1 | 4% | -9% | 3% | -12% | -27% | 4% | 50%[activator] | -6% | 14%
C(=N\NC1=NCCN1)/c1ccncc1 | -7% | 2% | 2% | ? | ? | 7% | 7% | -4% | 31%[2.29 µM]
CC(NC(=O)c1ccc(F)cc1)c1ccc2c(c1)CCCC2 (stereo unspecified) | 0% | -2% | 14% | 0% | -4% | 7% | 36% | -6% | 7%
CCCCNC(=O)c1ccc2c(c1)S(=O)(=O)c1ccccc1C2=O | -4% | -12% | 2% | -20% | 375%[activator] | -6% | 18% | 0% | 2%
O=C(COC(=O)c1cccnc1Cl)Nc1ccc(N2CCCCC2)cc1 | 2% | 5% | 26% | ? | 0% | 1% | -7% | -5% | -23%
C=CCOc1ccccc1CNc1ccc2[nH]c(=O)[nH]c2c1 | -1% | ? | ? | ? | 1% | -5% | ? | -9% | 16%[57.1 µM]
